Compound activity as filed in PubChem BioAssay.
JNK3 blocker: blocks human JNK3 kinase activity. AID 746. inhibition, % at 8 µM. purified JNK3 kinase activity, HTS. P53779. 60,000 tested, 0.61% active; in the data active = inhibition above about 17%;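 also: 0% = DMSO and 100% = reference inhibitor; many of its hits are not listed in these tables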
HEK293 NFkB inh: inhibitors of the PMA/ionomycin-induced NF-kB reporter in HEK293 cells | inhibition, % at 3 µM | HEK-293 NF-kB luciferase reporter, luminescence | 62,000 tested, 0.21% active;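 active = inhibition above the mean of all tested compounds plus 3 SD, cut at about 40% in these data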;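 also: 0% = stimulated DMSO wells and 100% = 10 µM reference inhibitor 5653914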
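System: NF-kB luciferase reporter HEK-293 cells | Replication: Single test | Control set: DMSO vs reference inhibitor | Evaluation: % inhibition | Schedule: 1 h pretreatment, 16 h stimulation, 37 °C | Probe or stimulus: PMA with ionomycin | Compound dosing: One dose, 3 µM | Detection: Luciferase luminescence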
MMP-13 inhibitor: MMP13 (human) collagenase inhibition. P45452. MMP-13 fTHP FRET cleavage, Mca fluorescence. inhibition, % at 4 µM. 65,000 tested, 0.07% active;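 active = inhibition above the mean of compound-free control plate wells plus 3 SD, cut at about 14% in these data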;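 also: 0% = DMSO wells and 100% = wells with reference MMP-13 inhibitor after basal subtraction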
Jurkat tox 60K: cytotoxic compounds reducing Jurkat cell viability | 56,000 tested, 1.2% active | Jurkat E6.1 viability, ATP luminescence, 48 h | inhibition, % at 4 µM;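 active = inhibition above the mean inhibition of all tested compounds plus 3 SD, cut at about 28% in these data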
TNAP act mid DEA: activators of human TNAP at intermediate phosphate acceptor | activation factor at 20 µM | 64,000 tested, under 10 active | purified TNAP, CDP-star luminescence, 100 mM DEA, 30 min; active compounds read high; scale: 0 levamisole-inhibited, 1 vehicle-only enzyme;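 active = activation factor of at least 2 at 20 µM, relative to controls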
ROCK2 blocker: ROCK2 (human) kinase inhibition; O75116; purified ROCK2, Kinase-Glo ATP depletion luminescence; 60,000 tested, 0.35% active; inhibition, % at 6 µM;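 active = inhibition above the screen-wide mean inhibition plus 3 SD, cut at about 18% in these data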;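 also: plate controls were DMSO wells for no effect and Y-27632 control wells after no-enzyme background subtraction for full effect; many of its hits are not listed in these tables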
Target sequence (O75116 whole entry, looked up): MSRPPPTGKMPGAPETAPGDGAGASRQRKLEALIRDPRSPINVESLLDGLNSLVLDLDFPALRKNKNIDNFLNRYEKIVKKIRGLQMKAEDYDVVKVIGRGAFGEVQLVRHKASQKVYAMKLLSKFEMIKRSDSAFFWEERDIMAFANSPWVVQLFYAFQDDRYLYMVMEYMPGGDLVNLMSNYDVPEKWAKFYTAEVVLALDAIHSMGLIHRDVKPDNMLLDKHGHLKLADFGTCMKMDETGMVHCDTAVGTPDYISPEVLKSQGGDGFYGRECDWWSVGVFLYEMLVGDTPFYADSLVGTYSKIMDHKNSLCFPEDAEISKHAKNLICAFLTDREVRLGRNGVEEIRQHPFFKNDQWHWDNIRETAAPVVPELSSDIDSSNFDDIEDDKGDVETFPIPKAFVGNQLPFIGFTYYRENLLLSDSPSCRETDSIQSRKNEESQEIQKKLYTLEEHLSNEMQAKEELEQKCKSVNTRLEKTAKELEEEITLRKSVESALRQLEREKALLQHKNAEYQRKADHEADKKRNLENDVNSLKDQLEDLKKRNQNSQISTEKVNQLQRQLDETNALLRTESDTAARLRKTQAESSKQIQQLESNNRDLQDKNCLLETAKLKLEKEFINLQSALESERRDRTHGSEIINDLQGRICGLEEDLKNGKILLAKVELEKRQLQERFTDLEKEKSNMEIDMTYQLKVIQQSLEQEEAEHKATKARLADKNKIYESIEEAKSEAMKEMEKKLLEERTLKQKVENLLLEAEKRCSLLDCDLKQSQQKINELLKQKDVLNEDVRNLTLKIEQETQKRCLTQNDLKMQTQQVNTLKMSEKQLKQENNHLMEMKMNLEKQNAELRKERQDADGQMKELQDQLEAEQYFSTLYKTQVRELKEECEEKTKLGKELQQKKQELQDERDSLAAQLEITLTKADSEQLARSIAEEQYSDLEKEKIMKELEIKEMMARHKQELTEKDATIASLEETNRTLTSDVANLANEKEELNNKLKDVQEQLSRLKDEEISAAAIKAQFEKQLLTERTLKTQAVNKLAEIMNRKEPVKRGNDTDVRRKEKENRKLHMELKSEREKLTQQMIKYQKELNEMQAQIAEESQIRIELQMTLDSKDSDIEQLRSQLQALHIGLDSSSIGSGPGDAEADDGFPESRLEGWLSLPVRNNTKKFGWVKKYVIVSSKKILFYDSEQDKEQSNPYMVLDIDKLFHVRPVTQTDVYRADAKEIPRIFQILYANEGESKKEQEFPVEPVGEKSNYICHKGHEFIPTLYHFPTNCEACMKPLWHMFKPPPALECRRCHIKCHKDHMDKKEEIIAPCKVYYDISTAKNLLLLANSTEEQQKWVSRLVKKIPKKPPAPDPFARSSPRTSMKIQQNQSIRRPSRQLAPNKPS
DUSP1 inh: inhibitors of human MKP-1 phosphatase; recombinant MKP-1, OMFP hydrolysis fluorescence; P28562; 65,000 tested, 0.15% active; inhibition, %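 (compounds tested at a single concentration somewhere between 10 and 100 µM)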;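 active = inhibition above about 50%, limit read from the data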;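 also: 0% = DMSO max control wells and 100% = wells with enzyme stopped by NaOH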
PKA kinase inh: inhibitors of human protein kinase A | P17612 | PKA Kemptide phosphorylation, Kinase-Glo ATP luminescence | inhibition, % at 6 µM | 65,000 tested, 0.1% active | AID 524;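 active = inhibition above the screen-wide mean inhibition plus 3 SD, cut at about 21% in these data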; also: many of its hits are not listed in these tables
Cdc25B inh: human M-phase inducer phosphatase 2 inhibition; P30305; recombinant Cdc25B, OMFP fluorescence Ex485/Em525; inhibition, %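 (compounds tested at 10 µM final in the well)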; 65,000 tested, 0.1% active; in the data active = inhibition above about 50%
Starred values were filed as active, the others as inactive; x = no result given. Compounds were not picked by outcome (roughly 1.9% active in at least one column).

SMILES	JNK3 blocker	HEK293 NFkB inh	MMP-13 inhibitor	Jurkat tox 60K	TNAP act mid DEA	ROCK2 blocker	DUSP1 inh	PKA kinase inh	Cdc25B inh
CCOC(=O)C1=C(C)NC(=O)NC1c1ccc(Cl)cc1Cl (configuration not stated)	8	6	1	-7	0.9	6	5	5	-8
Cc1csc(NC(=O)CSc2nnc(-c3ccoc3C)o2)n1	4	-2	-3	4	0.9	6	-5	13	2
O=C(CN1CCOc2ccccc21)N1CCN(c2cccc(Cl)c2)CC1	-7	16	5	5	0.8	0	-6	4	-8
CC(=O)Nc1cc(-c2nn3c(C)nnc3s2)ccc1C	-1	-2	0	-2	0.9	1	2	-5	-3
O=C(NCc1ccc(F)cc1)C1CCCN(C(=O)Nc2ccccc2)C1 (configuration not stated)	-2	-1	1	-5	0.8	7	-26	11	-4
CCCCCCNC(=O)Cc1c(O)c2ccccc2[nH]c1=O	-4	-2	-13	1	0.9	10	-19	6	-1
CCC1CCCCN1CC(=O)Nc1cc(C)nn1-c1nc(C)cc(C)n1 (configuration not stated)	1	17	2	15	1	8	7	7	-11
CS(=O)(=O)c1sc2nc(-c3cccs3)cc(-c3ccccc3)c2c1N	8	15	-14	6	0.9	1	32	7	10
O=C(NCc1cccnc1)c1ccc(S(=O)(=O)N2CCOCC2)cc1	1	10	2	0	1	2	2	-1	-11
CC(C)(C)c1csc(N(CCC#N)CCC#N)n1	x	12	2	x	0.9	x	-8	1	-4
CCC(C)NC(=O)CC1Oc2ccc(Cl)cc2NC1=O (configuration not stated)	-1	-3	-10	-5	0.9	4	-3	2	0
COC(=O)c1cccc(NC(=O)C2COc3ccccc3O2)c1 (configuration not stated)	-9	2	5	8	0.9	-3	9	3	2
COc1ccc(-n2c(Cc3cccn3C)nnc2SCC(=O)Nc2cccc(NC(C)=O)c2)cc1	0	21	-18	4	0.9	10	0	10	-8
Cc1cc(Br)ccc1OCC(=O)N(Cc1nc(-c2ccccc2)no1)C(C)C	0	17	4	-3	0.9	3	6	8	-15
Cc1ccc(S(=O)(=O)Cn2nnnc2C(C(C)C)N2CCSCC2)cc1 (configuration not stated)	2	9	-1	-1	0.9	2	10	10	2
COc1ccc(C(=O)N(c2ccccc2)C2C=CS(=O)(=O)C2)cc1 (configuration not stated)	-4	8	-10	-3	0.9	6	30	2	-3
CC1(C)OC(=O)N(CCc2ccccc2)C1(C)O (configuration not stated)	-6	-5	3	-6	0.9	3	-3	-1	0
Cc1ccc(CCP(=O)(O)CN2CCOCC2)cn1	4	4	-6	-7	0.9	6	-5	11	-11
Cn1c(=O)c(C(=O)NCCO)c(O)c2ccccc21	4	2	0	-2	1	9	-8	5	-3
N=c1c2c3c(sc2ncn1CCN1CCOCC1)CCCC3	-3	7	1	7	1	-6	4	2	3
COC(=O)C1(C(F)(F)F)N=C2Sc3ccccc3N2C(N2CCOCC2)=N1 (configuration not stated)	0	-4	4	-8	0.9	2	-1	-2	-18
O=C(Nc1ccc(Oc2ccccc2)cc1)c1cnc2n(c1=O)CCS2	0	28	2	26	0.7	8	2	7	-9
CCOc1ccc2nc(SCC(=O)Nc3ncccn3)[nH]c2c1	-3	x	0	x	0.9	-4	-4	-4	8
COc1ccc(C(=O)N2CCN(Cc3cc(OC)c(O)c(OC)c3)CC2)cc1OC	-2	-2	-1	1	1	7	-7	5	2
Cc1cc(N2CCN(c3nc(N4CCOCC4)nc4ccccc34)CC2)c2ccccc2n1	-1	18	-12	1	1.2	8	-3	16	-5
O=C(c1cccc(S(=O)(=O)N2CCCC2)c1)c1cccc(S(=O)(=O)N2CCCC2)c1	-3	14	-1	6	0.9	4	0	5	-16
O=C(NCCN1CCOCC1)C1CCC(=O)N1C1CCCCC1 (configuration not stated)	-6	12	-6	0	1	4	-6	7	-9
CCC(C)c1ccc(O)c(NC(=O)c2cncc(Br)c2)c1 (configuration not stated)	2	0	-1	2	0.9	-1	-8	3	-2
Cn1c(=O)c2c(nc(CN3CCN(Cc4ccccc4)CC3)n2Cc2ccccc2)n(C)c1=O	-1	5	2	4	0.9	3	2	4	-10
COc1ccccc1N1CCN(C(CNC(=O)C2CCCCC2)c2cccnc2)CC1 (configuration not stated)	1	19	-4	8	1	-3	2	9	-12
COC(=O)c1ccc(CN(C)S(=O)(=O)c2ccc(C)cc2)o1	-5	12	-1	-1	0.9	-1	-2	4	-3
COc1ccc(N2CCN(CC(O)c3c[nH]c4ccc(OC)cc34)CC2C)cc1 (configuration not stated)	2	18	-8	12	0.9	7	20	10	-4
Cc1ccc(-c2noc(CCC(=O)Nc3ccccc3N3CCN(C)CC3)n2)cc1	2	-2	-7	-1	1	3	-4	-2	-16
Cc1ccc(-c2cc(-c3ccccc3)c(C#N)c(N)n2)o1	8	17	-52	-1	1.1	4	-1	8	-7
Cc1cc(C)nc(SCC(=O)c2ccc(O)cc2O)n1	-3	8	-9	17	1	-6	0	0	1
O=C(Oc1ccc2ccc(=O)oc2c1)N1CCOCC1	5	-8	-1	-3	0.8	3	5	8	1
O=C(Cn1cnc2c(nnn2Cc2ccc(Cl)cc2)c1=O)N1CCCc2ccccc21	0	-6	-2	1	x	2	0	6	-2
CCc1ccc(C(=O)CSC2=C(C#N)C(c3ccco3)C(C(C)=O)=C(C)N2)cc1 (configuration not stated)	3	16	2	0	0.8	8	8	9	-1
O=C(NCc1n[nH]c(=S)n1-c1cccc(Cl)c1)c1ccc(S(=O)(=O)N2CCCC2)cc1	3	4	-2	-6	0.9	5	26	10	-8
NC(=O)c1oc2ccccc2c1NC(=O)c1ccc(F)cc1	26*	9	-4	-1	0.9	4	2	2	2
COc1cccc(-c2noc(C3CCCN(S(=O)(=O)c4cccc(Cl)c4C)C3)n2)c1 (configuration not stated)	-3	12	3	-13	0.9	1	8	8	-16
N#CCSC1=Nc2ccccc2C2=NC(CCC(=O)N3CCN(c4ccccc4)CC3)C(=O)N12 (configuration not stated)	x	7	-1	x	0.9	x	14	-5	44
O=c1[nH]cc(COCc2ccccc2)c(=O)[nH]1	4	12	7	-2	0.9	4	-1	5	-2
O=C(Nc1nc(-c2ccc(S(=O)(=O)N3CCCC3)cc2)cs1)c1ccco1	2	0	-6	6	0.9	6	24	4	-5
CCOC(=O)C1C(=O)CC(C)(O)C(C(=O)OCC)C1c1cc(Br)ccc1OC (configuration not stated)	x	8	3	x	0.9	x	9	1	1
COCC(=O)N(c1ccc(C(C)C)cc1)C1C=CS(=O)(=O)C1 (configuration not stated)	-1	10	-1	1	0.9	-2	-7	-1	-6
O=C1c2ccccc2N(Cc2ccc(Cl)cc2)C2=NCCN12	-1	7	-3	-3	0.9	1	6	-3	9
Cc1nnc(SCc2cnc(-c3ccccc3)o2)[nH]c1=O	5	6	2	-6	0.9	2	7	-2	-5

Part of the list above, limited to JNK3 blocker, Cdc25B inh and Jurkat tox 60K:
SMILES	JNK3 blocker	Cdc25B inh	Jurkat tox 60K
O=C(NCc1n[nH]c(=S)n1-c1cccc(Cl)c1)c1ccc(S(=O)(=O)N2CCCC2)cc1	3	-8	-6
NC(=O)c1oc2ccccc2c1NC(=O)c1ccc(F)cc1	26*	2	-1
COc1cccc(-c2noc(C3CCCN(S(=O)(=O)c4cccc(Cl)c4C)C3)n2)c1 (configuration not stated)	-3	-16	-13
N#CCSC1=Nc2ccccc2C2=NC(CCC(=O)N3CCN(c4ccccc4)CC3)C(=O)N12 (configuration not stated)	x	44	x

Profiles, looked up by structure. Order of screens: JNK3 blocker, HEK293 NFkB inh, MMP-13 inhibitor, Jurkat tox 60K, TNAP act mid DEA, ROCK2 blocker, DUSP1 inh, PKA kinase inh, Cdc25B inh
`O=C(Nc1nc(-c2ccc(S(=O)(=O)N3CCCC3)cc2)cs1)c1ccco1` reads 2, 0, -6, 6, 0.9, 6, 24, 4, -5
`O=C(NCc1n[nH]c(=S)n1-c1cccc(Cl)c1)c1ccc(S(=O)(=O)N2CCCC2)cc1` reads 3, 4, -2, -6, 0.9, 5, 26, 10, -8
`O=c1[nH]cc(COCc2ccccc2)c(=O)[nH]1` reads 4, 12, 7, -2, 0.9, 4, -1, 5, -2
`Cc1nnc(SCc2cnc(-c3ccccc3)o2)[nH]c1=O` reads 5, 6, 2, -6, 0.9, 2, 7, -2, -5

(more compounds)
SMILES	JNK3 blocker	HEK293 NFkB inh	MMP-13 inhibitor	Jurkat tox 60K	TNAP act mid DEA	ROCK2 blocker	DUSP1 inh	PKA kinase inh	Cdc25B inh
C=CCNC(=O)c1ccncc1	7	4	-1	-6	0.9	9	4	4	-9
CCCCNC(=O)c1ccc(N2CCOCC2)c(NS(=O)(=O)c2ccc(OC)cc2)c1	-1	3	3	-1	1	6	24	9	-6
COc1ccccc1-n1c(SCC(=O)Nc2ccc(F)cc2)nc2c(c1=O)SCC2	9	6	2	-3	1.1	2	6	5	-3
CCOc1ccccc1-c1nc(-c2cc3ccc(C)cc3[nH]c2=O)no1	x	9	-35	x	0.9	x	37	6	33

Some of these compounds in order of length of the SMILES, low to high.
SMILES	JNK3 blocker	HEK293 NFkB inh	MMP-13 inhibitor	Jurkat tox 60K	TNAP act mid DEA	ROCK2 blocker	DUSP1 inh	PKA kinase inh	Cdc25B inh
O=C1c2ccccc2N(Cc2ccc(Cl)cc2)C2=NCCN12	-1	7	-3	-3	0.9	1	6	-3	9
CCC1CCCCN1CC(=O)Nc1cc(C)nn1-c1nc(C)cc(C)n1 (configuration not stated)	1	17	2	15	1	8	7	7	-11
Cn1c(=O)c2c(nc(CN3CCN(Cc4ccccc4)CC3)n2Cc2ccccc2)n(C)c1=O	-1	5	2	4	0.9	3	2	4	-10
